Smad3 FoxH1 inh = Smad3/FoxH1 peptide binding inhibitors, primary screen, biochemical, TR-FRET. Mothers against decapentaplegic homolog 3 (Homo sapiens), P84022. TR-FRET Smad3/Dy647-FoxH1 peptide binding, europium anti-His. inhibition, % at 25 µM. hit rate 0.29% among 88,000. AID 630, 2007;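 active means compounds that reduce the energy-transfer binding signal between the protein and its labelled peptide by more than half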;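 further: 0% = Smad3 plus labelled peptide maximal FRET and 100% = peptide-only background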
Target sequence (P84022 whole entry, looked up): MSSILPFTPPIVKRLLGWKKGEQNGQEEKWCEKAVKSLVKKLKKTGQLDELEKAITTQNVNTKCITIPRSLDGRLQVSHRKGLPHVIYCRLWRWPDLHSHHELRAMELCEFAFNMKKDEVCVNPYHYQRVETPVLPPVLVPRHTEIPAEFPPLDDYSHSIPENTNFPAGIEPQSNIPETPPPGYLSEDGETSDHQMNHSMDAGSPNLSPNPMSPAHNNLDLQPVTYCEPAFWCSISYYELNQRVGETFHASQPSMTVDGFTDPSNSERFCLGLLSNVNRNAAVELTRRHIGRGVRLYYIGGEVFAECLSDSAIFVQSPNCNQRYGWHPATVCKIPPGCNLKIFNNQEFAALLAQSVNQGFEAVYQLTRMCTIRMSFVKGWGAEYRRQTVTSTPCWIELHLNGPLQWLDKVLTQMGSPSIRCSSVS
Candida biofilm = clotrimazole potentiators killing Candida biofilms, primary screen, with clotrimazole, Alamar Blue | C. albicans biofilm + clotrimazole | inhibition, % at 6 µM | hit rate 0.14% among 85,000 | AID 834, 2007;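 active means inhibition above 20%; inactive means inhibition below 20%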;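 further: preformed 24 hr biofilms exposed to compound for 48 hr; 0% = biofilm without compound and 100% = blank killed by clotrimazole plus chlorhexidine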
Lung fibro prol = antiproliferative effect on LL 47 fibroblasts – human, LL 47 cells, CellTiter-Glo luminescence, primary screen. LL 47 human lung fibroblast viability, ATP luminescence; stronger effect = lower value. viability, % at 10 µM. hit rate 1.1% among 85,000. AID 719, 2007;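 active means viability at or below 50% in the single dose screen; inactive means viability above 50%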;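 further: compound exposure lasted 72 h before the ATP readout; 100% = median luminescence of untreated cell-only wells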
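Benchmarks: Cell-only wells, no compound | Test system: LL 47 human lung fibroblasts, passage 12 or lower | Input: 1,150 cells/well | Measured by: CellTiter-Glo luminescence measuring cellular ATP | Medium: IMEM, 15% FBS supplement | Schedule: Overnight attachment after seeding, then 72 h compound exposure at 37 °C | Doses: Compound addition at 0.1% DMSO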
H69AR growth 86K = proliferation blockers of H69AR lung cancer cells, primary screen, cell-based, human, 86K library | H69AR lung tumor viability, ATP luminescence, 72 h; stronger effect = lower value | viability, % at 10 µM | hit rate 6% among 85,000;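 active means viability at or below 40%; inactive means viability above 40%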;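 further: multidrug resistant small cell line overexpressing MRP-1 efflux transporter; 100% = mean luminescence of untreated control wells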
ERb SRC1 inh = inhibitors of ERβ-SRC1 coactivator interaction, primary screen, biochemical, TR-FRET, ERβ LBD, SRC-1 peptide; Estrogen receptor beta (Homo sapiens), Q92731; TR-FRET ER-beta LBD / SRC1-Cy5 peptide binding; receptor agonist-loaded with 1 µM estradiol; inhibition, % at 25.6 µM; hit rate 1.3% among 86,000; AID 633, 2007;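 active means compounds whose percent inhibition of the receptor-coactivator binding signal exceeds about 50% in the single-dose screen, limit read from the data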;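 further: 0% = receptor plus peptide wells without compound and 100% = peptide-only wells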
Target sequence (Q92731 whole entry, looked up, the tested form may be a part): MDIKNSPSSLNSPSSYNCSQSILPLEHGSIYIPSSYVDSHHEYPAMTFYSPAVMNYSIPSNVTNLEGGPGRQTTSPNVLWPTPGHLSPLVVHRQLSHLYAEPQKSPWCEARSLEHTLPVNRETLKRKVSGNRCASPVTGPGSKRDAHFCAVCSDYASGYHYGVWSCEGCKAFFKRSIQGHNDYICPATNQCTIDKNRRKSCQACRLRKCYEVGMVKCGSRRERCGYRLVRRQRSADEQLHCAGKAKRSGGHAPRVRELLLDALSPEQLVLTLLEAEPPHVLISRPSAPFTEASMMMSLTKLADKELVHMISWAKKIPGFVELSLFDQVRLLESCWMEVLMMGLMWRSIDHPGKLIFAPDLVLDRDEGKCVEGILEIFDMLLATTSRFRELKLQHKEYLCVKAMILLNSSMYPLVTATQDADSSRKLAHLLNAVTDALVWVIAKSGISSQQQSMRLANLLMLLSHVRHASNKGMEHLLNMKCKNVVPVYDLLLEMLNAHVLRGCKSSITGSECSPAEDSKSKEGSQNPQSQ
ERa SRC1 pot = enhancers of ERα–SRC-1 coactivator binding, primary screen, biochemical, TR-FRET, ERα LBD, low estradiol; TR-FRET ERalpha-LBD/SRC-Cy5 coactivator binding, 2 h; 100 = basal binding, no effect; coactivator binding (% of control), % at 25.6 µM; hit rate 1.3% among 86,000; Estrogen receptor (Homo sapiens), P03372; in the data active means activity above about 200%;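 further: binding measured in presence of low estradiol as agonist stimulus; 0% = peptide alone without receptor and 100% = receptor with peptide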
HUVEC inhibit = inhibitors of HUVEC proliferation, primary screen, cell-based, 384-well. CellTiter-Glo luminescence, 72 h; stronger effect = lower value. viability, % at 10 µM (by protocol). hit rate 1.1% among 86,000;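 active means viability at or below 30%; inactive means viability above 30%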;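 further: 100% = median luminescence of DMSO-only cell control wells on each plate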
ERa coact inh = ERα–SRC-1 coactivator interaction inhibitors, primary screen, biochemical, TR-FRET, ERα LBD, estradiol-bound | inhibition, % at 25.6 µM | AID 629, 2007 | TR-FRET ER-alpha LBD / SRC-1 peptide | hit rate 1.7% among 86,000; in the data active means inhibition above about 50%;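 further: 0% = receptor plus peptide control and 100% = peptide only without receptor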
sEH activator = soluble epoxide hydrolase activators, primary screen, biochemical, human sEH; purified human sEH enzymatic activity, activator screen; hit rate 0.04% among 91,000; Bifunctional epoxide hydrolase 2 (Homo sapiens), P34913; activation, % at 2 µM; in the data active means activation above about 37%; further: values of inactives mirror those of a sister screen read the other way
Active calls of the source: *; nt = no result given; & = joins results of further samples; [ ] = remark or other dose.

SMILES | Smad3 FoxH1 inh | Candida biofilm | Lung fibro prol | H69AR growth 86K | ERb SRC1 inh | ERa SRC1 pot | HUVEC inhibit | ERa coact inh | sEH activator
N#CNC1=NCN(CCc2ccccc2)CN1 | -5 | 7 | 101 | 104 | -1 | 123 | 102 | -7 | nt
N#C/C(C(=O)N1CCOCC1)=c1\s/c(=C/c2ccncc2)c(=O)n1-c1ccccc1 | -5 | 5 | 89 | 103 | -4[fluorescence artefact?] | 104 | 95 | -3[fluorescence artefact?] | nt
CCOC(=O)c1sc2nc3c(cc2c1N)COC(C(C)C)C3 (stereo not drawn) | -7 | 7 | 93 | 94 | -1 | 104 | 92 | 6 | -4
O=S(=O)(NCc1ccc(Cl)cc1)c1cnc[nH]1 | 0 | 9 | 89 | 100 | -32[fluorescence artefact?] | 97 | 93 | -29 | -8
Cc1nc(N2CCN(Cc3ccccc3)CC2)nc2c1C(=O)CC(c1ccco1)C2 (stereo not drawn) | 4 | 10 | 92 | 87 | -4 | 120 | 118 | 0 | 5
COc1ccc(N2CC(C(=O)Nc3ccc(S(=O)(=O)Nc4nc(C)cc(C)n4)cc3)CC2=O)cc1 (stereo not drawn) | 9 | 8 | 97 | 102 | 1 | 99 | 90 | -5 | -6
COCCNC(=O)c1cc2c(=O)n3cccc(C)c3nc2n1C | -6 | 4 | 73 | 27* | -5 | 115 | 52 | -10 | nt
CCCC(=O)Nc1nc2c(c(=O)[nH]1)CCCC2 | 0 | 5 | 97 | 92 | -17 | 109 | 97 | -6 | 0
Cc1ccc(SCc2cc(=O)[nH]c(N3CCN(C)CC3)n2)cc1 | -10 | 0 | 100 | 106 | 2 | 101 | 100 | -6 | 8
CC1CN(S(=O)(=O)c2ccc(-c3nc4ccccc4s3)cc2)CC(C)O1 (stereo not drawn) | 0[fluorescence artefact?] | -3 | 95 | 81 | 7 | 131 | 101 | -7 | nt
O=C(Nn1c(-c2ccccc2)nc2ccccc2c1=O)C1CCC1 | -5 | 7 | 98 | 94 | -2 | 135 | 100 | -2 | -7
c1csc(CNCCCN2CCOCC2)c1 | 9 | 8 | 97 | 98 | -8 | 108 | 102 | -11 | -10
On1c2c(c3c4nonc4ccc31)CCCC2 | 10 | 6 | 107 | 81 | 10 | 79 | 102 | -6[fluorescence artefact?] | 4
COc1ccc(NC(=O)NCc2cccn2C)c(OC)c1 | 5 | 2 | 101 | 99 | -6 | 118 | 97 | -8 | -7
N/C(=N/O)c1nc(N2CCCC2)nc(N(c2ccccc2)c2ccccc2)n1 | -1 | 7 | 85 | 53 | -6 | 98 | 87 | -9 | -6
CCC(=O)Nc1cc(-c2nn(CC(=O)N3CCCCC3)c(=O)c3ccccc23)ccc1N1CCOCC1 | -16 | 4 | 98 | 82 | -19 | 113 | 96 | -5 | 5
C=CCOc1ccccc1CN1CCSCC1 | -3 | 6 | nt | 56 | -1 | 108 | 103 | -6 | nt
COc1nc(Oc2ccc(/C=N/O)cc2)nc(N(C)C)n1 | -5 | 6 | 106 | 94 | 23 | 82 | 97 | 27 | 5
O=C(N/N=C/C=C/c1ccccc1)c1ccc(Br)cc1 | 8 | 3 | 80 | 78 | 3 | 106 | 99 | 3 | -4
CCOC(=O)c1cccc(Nc2ncnc3ccccc23)c1 | 4 | 2 | 110 | 44 | -8 | 90 | 91 | -19 | 1
O=C(N1CCN(Cc2ccc3c(c2)OCO3)CC1)C12CC3CC(CC(C3)C1)C2 | 9 | 3 | 92 | 85 | -9 | 102 | 110 | -5 | nt
O=C(CCN1CCN(c2ccccc2)CC1)Nc1ccccc1F | 4 | 0 | 104 | 97 | 0 | 116 | 108 | -4 | -2
O=C(NCCN1CCN(c2cccc(Cl)c2)CC1)C1CCCN(S(=O)(=O)c2cnc[nH]2)C1 (stereo not drawn) | 8 | 7 | 86 | 104 | -9 | 112 | 99 | -6 | -15
CC(=O)c1cccc(NC(=O)c2ccc(S(=O)(=O)N3CCCCC3)cc2)c1 | -5 | 2 | 105 | 76 | 10[fluorescence artefact?] | 93 | 83 | 6 | -72
CC(C)(C)c1cn(-c2ccccc2)c(=S)[nH]1 | -19 | 6 | 86 | nt | 8[fluorescence artefact?] | 114 | 89 | 0 | 4

Full records, quoted from the list. Values in the order: Smad3 FoxH1 inh	Candida biofilm	Lung fibro prol	H69AR growth 86K	ERb SRC1 inh	ERa SRC1 pot	HUVEC inhibit	ERa coact inh	sEH activator
c1csc(CNCCCN2CCOCC2)c1 as listed: 9	8	97	98	-8	108	102	-11	-10
COc1ccc(N2CC(C(=O)Nc3ccc(S(=O)(=O)Nc4nc(C)cc(C)n4)cc3)CC2=O)cc1 (stereo not drawn) as listed: 9	8	97	102	1	99	90	-5	-6
CCOC(=O)c1cccc(Nc2ncnc3ccccc23)c1 as listed: 4	2	110	44	-8	90	91	-19	1

2 entries picked at random from those above:
SMILES | Smad3 FoxH1 inh | Candida biofilm | Lung fibro prol | H69AR growth 86K | ERb SRC1 inh | ERa SRC1 pot | HUVEC inhibit | ERa coact inh | sEH activator
O=S(=O)(NCc1ccc(Cl)cc1)c1cnc[nH]1 | 0 | 9 | 89 | 100 | -32[fluorescence artefact?] | 97 | 93 | -29 | -8
O=C(CCN1CCN(c2ccccc2)CC1)Nc1ccccc1F | 4 | 0 | 104 | 97 | 0 | 116 | 108 | -4 | -2

Following part
SMILES | Smad3 FoxH1 inh | Candida biofilm | Lung fibro prol | H69AR growth 86K | ERb SRC1 inh | ERa SRC1 pot | HUVEC inhibit | ERa coact inh | sEH activator
Brc1ccc(C2=Nn3c(nnc3-c3n[nH]c4c3CCC4)SC2)cc1 | 0 | 6 | 41* | 20* | -2 | 70 | 48 | 37 | 18
C[n+]1cc(-c2ccccc2)n2c1CCCCC2 | -9 | 4 | 104 | 89 | -11[fluorescence artefact?] | 112 | 99 | -1 | -1
CCCC(=O)Nc1cc(Cl)ccc1N1CCN(C(=O)CC)CC1 | -5 | -3 | 99 | 88 | -7 | 112 | 89 | -9[fluorescence artefact?] | 12
CC(Oc1ccc2oc(-c3ccccc3)c(C(=O)O)c2c1)C(=O)O (stereo not drawn) | 10 | 12 | 107 | 97 | 7 | 109 | 99 | 2 | -18
CCOc1ccc(OCC(=O)c2c(O)c3ccccc3oc2=O)cc1 | 0 | 1 | 95 | 62 | 10 | 113[fluorescence artefact?] | 72 | -1[fluorescence artefact?] | -1
CC(C)N1C(=O)CCC1C(=O)N1CCCc2ccccc21 (stereo not drawn) | 7[fluorescence artefact?] | 0 | nt | 98 | -1 | 105 | 97 | 0 | nt
COCCn1c(-c2ccccc2)nc(=S)c2c1CC(C)(C)OC2 | 0 | 4 | 100 | nt | 2 | 106 | 102 | 3 | 6
O=C(COC(=O)c1ccccn1)c1ccc(Br)cc1 | 0 | 4 | 96 | 88 | -9 | 109 | 90 | -4 | nt
COc1ccc(N=C2SC(C(=O)Nc3ccc4c(c3)OCO4)CC(=O)N2C)cc1 (stereo not drawn) | 5 | 6 | 92 | 89 | 8[fluorescence artefact?] | 105[fluorescence artefact?] | 75 | 0[fluorescence artefact?] | -4
COc1ccc(-c2noc(-c3cc(C)cc(C)c3)n2)cc1OC | -4 | 6 | 99 | 75 | 2[fluorescence artefact?] | 139 | 108 | 5 | nt
COc1ccc(/C=C2/N=C3CCCCCN3C2=O)cc1OC | 6 | -2 | 93 | 83 | -18[fluorescence artefact?] | 104[fluorescence artefact?] | 95 | -8[fluorescence artefact?] | 13
Cc1ccc(S(=O)(=O)c2c(N)n(Cc3ccco3)c3nc4ccccc4nc23)cc1C | 1 | 1 | 86 | 44 | 3[fluorescence artefact?] | 220* | 92 | 1[fluorescence artefact?] | 1
Cc1ccc(S(=O)(=O)c2nc(C)oc2NCc2ccccc2)cc1 | 3 | 11 | 89 | 103 | 3 | 116 | 90 | -25 | 12
CC(/C=C\c1cccnc1)=C/C(=O)O | 6 | -1 | 103 | 97 | -2 | 119 | 95 | -4 | -1&-14
C=CCn1c(SCC(=O)c2cccs2)nnc1-c1cccc(OC)c1 | 8 | 8 | 99 | 72 | 3 | 92 | 97 | 5 | nt
Cc1ccnc(NC(=O)CS(=O)(=O)Cc2ccccc2)c1 | 0 | 8 | 105 | 87 | -4 | 81 | 100 | 0 | -5
CCOC(=O)C1CCN(C(=O)CSc2nnc(-c3ccco3)n2-c2ccccc2)CC1 | 17[fluorescence artefact?] | 10 | 99 | 84 | -9 | 107 | 110 | -1 | nt
O=C(COc1ccccc1Br)NCc1ccco1 | 5 | 0 | 109 | 108 | -11 | 91 | 103 | -13 | 8
O=C(Nc1cnccn1)c1csc2ccccc12 | 6 | 5 | 102 | 94 | 3 | 106 | 93 | -1[fluorescence artefact?] | -1
O=C(OCC(=O)c1ccc[nH]1)c1ccc(S(=O)(=O)N2CCCCC2)cc1 | 2 | 1 | 95 | 87 | 11 | 113 | 94 | 11 | -10
Cc1nnc(SCC(=O)c2cc(C)n(C3CC3)c2C)s1 | -12 | 1 | 108 | 94 | 0 | 92 | 111 | 1 | 9
CCCC(=O)C1=C(SCC)CC(C)(C)C(C(=O)OC)C1=O (stereo not drawn) | 3 | 5 | 112 | 91 | -1[fluorescence artefact?] | 102 | 101 | 3[fluorescence artefact?] | nt
Cc1ccccc1-c1nn2c(-c3ccccc3)nnc2s1 | 5 | 6 | 92 | 62 | -1 | 109 | 87 | 5 | nt
CCCNC(=O)c1ccccc1NC(=O)c1ccccc1N(C)S(C)(=O)=O | -6 | 4 | 102 | 93 | -10 | 106[fluorescence artefact?] | 101 | -7 | 1
Cc1cccc(-n2c(SCC(=O)Nc3ccc4c(c3)OCO4)nnc2-c2ccoc2C)c1 | 21[fluorescence artefact?] | 10 | 59 | 9.2* | 2 | 188 | 48 | -6[fluorescence artefact?] | 1

Going on with the list:
SMILES | Smad3 FoxH1 inh | Candida biofilm | Lung fibro prol | H69AR growth 86K | ERb SRC1 inh | ERa SRC1 pot | HUVEC inhibit | ERa coact inh | sEH activator
CCC(C(=O)NCc1ccco1)N(C(=O)CNS(=O)(=O)c1ccccc1)C1CCCCC1 (stereo not drawn) | 12 | -3 | 94 | 91 | 3 | 122 | 94 | -7 | -14
CCCOc1ccc(-c2nc(=S)[nH][nH]2)cc1 | 7 | -3 | 109 | 63 | 2[fluorescence artefact?] | 91 | 80 | 6[fluorescence artefact?] | 1
Cc1ccc(SCc2[nH]nc3c2C(C(C)C)C(C#N)=C(N)O3)cc1 (stereo not drawn) | -13 | 7 | 93 | 83 | -3 | 79 | 60 | -1 | -13
Cc1ccc(S(=O)(=O)N2CCC(C(=O)N[C@@H](Cc3ccccc3)C(=O)O)CC2)cc1 | -5 | -6 | 100 | 90 | -12 | 115 | 82 | -5 | -37
O=C(Nn1cnnc1)c1ccc(F)c(S(=O)(=O)N2CCCCC2)c1 | 6 | 1 | 98 | 94 | -1 | 93 | 92 | -2 | 9
CC(=O)C(CC(=O)N1CCCc2ccccc21)C(=O)Nc1ccc(F)cc1 (stereo not drawn) | 8 | 5 | 97 | 97 | 0 | 101 | 93 | 0 | -8

The list is partial; rates above refer to the full screens.
